Phagocytosis inh – inhibitors of macrophage phagocytosis. J774A.1 macrophage IgG-bead phagocytosis, imaging. inhibition, % at 5 µM. 110,000 tested, 0.07% active. AID 1029;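 active = inhibition above the mean of the plate negative controls plus 5 SD, cut at about 13% in these data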;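 note: phagocytic index as fraction of beads internalized from green versus red external bead signal; plate controls were DMSO negative control for no effect and cytochalasin-D positive control for full effect; some results beyond the cut were filed as inactive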
Yeast growth inh – yeast BB579 growth reduction in restrictive medium; S. cerevisiae BB579 growth, OD615, 48 h; inhibition, % at 10 µM; 140,000 tested, 0.51% active;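 active = inhibition above a set limit, 3 SD over the mean compound inhibition, cut at about 44% in these data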; note: inactives centre near -24
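Detection: OD615 turbidity measurement; Material: Saccharomyces cerevisiae DeaD strain BB579, replicative lifespan model yeast; Timing: 48 h exposure, 30 °C; Doses: single 10 µM dose; Medium: CSMM-D restrictive synthetic medium containing dextrose (glucose); Controls: amphotericin B at 10 µg/mL as positive control.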
GALR2 blocker – antagonists of human galanin receptor 2 (GALR2); AID 828; inhibition, % at 4 µM; GALR2-expressing cells, antagonist mode; 140,000 tested, 0.39% active; in the data active = inhibition above about 27%;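 note: cells stimulated with galanin 1-16 at roughly its EC80; 0% = agonist challenge control and 100% = basal control without agonist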
Target sequence (O43603 whole entry, looked up): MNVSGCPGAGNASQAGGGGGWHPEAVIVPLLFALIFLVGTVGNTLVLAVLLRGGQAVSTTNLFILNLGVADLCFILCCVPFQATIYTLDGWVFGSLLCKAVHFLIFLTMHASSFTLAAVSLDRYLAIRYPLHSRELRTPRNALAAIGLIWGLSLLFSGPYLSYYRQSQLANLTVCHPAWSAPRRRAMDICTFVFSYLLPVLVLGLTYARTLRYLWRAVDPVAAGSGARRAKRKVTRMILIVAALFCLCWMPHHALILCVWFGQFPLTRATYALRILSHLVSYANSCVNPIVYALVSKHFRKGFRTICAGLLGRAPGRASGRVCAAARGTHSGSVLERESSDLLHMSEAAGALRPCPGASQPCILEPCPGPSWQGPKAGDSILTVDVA
HCT116 PTEN-null – growth suppressors of cells with PTEN tumor suppressor deletion; HCT116 PTEN-null viability, CellTiter-Glo, 60 h; hits give low values; viability, % at 10 µM; 140,000 tested, 1.2% active; AID 827;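 active = viability at or below a set limit, 4 SD under the median of all tested compounds, cut at about 3.7% in these data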;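 note: PTEN knockout HCT116 line with beta catenin targeted HCT116 as companion control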
Measles CPE – protection of cells from measles virus | AID 841 | 140,000 tested, 1.5% active | Measles virus-infected cells, CPE protection, absorbance | protection (pct of control), % at 4 µM; in the data active = protection mostly above about 24%, no sharp cut-off; inactive = mostly below about 26%; note: some compounds called inactive have numbers as strong as hits
E-sel TNF inh – blocks E-selectin expression induced by TNF alpha; 120,000 tested, 0.71% active; inhibition, % at 2 µM; HUVEC TNFa-induced E-selectin immunofluorescence, high content;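 active = inhibition above the batch mean plus 3 SD, and confirmed as a hit on visual image review, cut at about 43% in these data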;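 note: 0% = TNF-stimulated DMSO wells and 100% = unstimulated control wells; not every result past the cut was called active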
NPY Y2 blocker – NPY-Y2 (human) receptor antagonism | inhibition, % at 2.7 µM | NPY-Y2 expressing cells, antagonist mode | 140,000 tested, 0.99% active | P49146; in the data active = inhibition above about 17%;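 note: 0% = vehicle with agonist challenge and 100% = reference antagonist with challenge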
Target sequence (P49146 whole entry, looked up): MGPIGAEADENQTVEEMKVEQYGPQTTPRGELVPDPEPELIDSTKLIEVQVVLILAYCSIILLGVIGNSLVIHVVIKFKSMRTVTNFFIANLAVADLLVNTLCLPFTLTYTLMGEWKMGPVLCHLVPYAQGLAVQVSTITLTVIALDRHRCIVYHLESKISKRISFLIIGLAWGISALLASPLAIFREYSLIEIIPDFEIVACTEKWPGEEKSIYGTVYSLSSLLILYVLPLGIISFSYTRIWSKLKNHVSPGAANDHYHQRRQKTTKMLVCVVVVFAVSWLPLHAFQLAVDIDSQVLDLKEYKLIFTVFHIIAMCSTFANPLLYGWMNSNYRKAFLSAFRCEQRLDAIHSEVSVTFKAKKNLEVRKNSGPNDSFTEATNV
MRP1 act – activators of MRP-1. H69AR cells + doxorubicin, viability rescue, CellTiter-Glo. viability increase, % at 10 µM. 140,000 tested, 0.61% active. AID 799;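 active = viability gain under doxorubicin at or above a set limit, the compound median plus 3 SD, cut at about 4.7% in these data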;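 note: MRP-1 overexpressing cells given doxorubicin 25 µM after compound pretreatment; 18-22 h compound pretreatment then 72 h with doxorubicin before readout; 0% = doxorubicin-only wells and 100% = vehicle-treated cells without doxorubicin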
Yeast life ext – extends the lifespan of yeast. inhibition of the nicotinamide effect, % at 10 µM. 130,000 tested, 0.68% active. AID 775. S. cerevisiae growth with nicotinamide, OD615; deaD strain in restrictive glucose medium;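 active = inhibition above a set limit, placed 3 SD over the median of all compounds, cut at about 26% in these data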;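 note: 0% = nicotinamide-treated wells and 100% = cells grown without nicotinamide; some compounds called inactive have numbers as strong as hits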
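System: DeaD-strain S. cerevisiae / Buffer or medium: CSMM-D, restrictive glucose (dextrose) synthetic minimal medium / Probe or stimulus: nicotinamide, 1.5 mM, co-present with compound / Compound: one concentration, 10 µM, DMSO 0.25% / Incubation: 48 h compound exposure at 30 °C, humidified / Technique: optical density (absorbance) at 615 nm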
bCat KO growth – beta-catenin-lacking colon tumor cell growth suppression | HCT116 beta-catenin knockout viability, CellTiter-Glo, 60 h; hits give low values | viability, % at 10 µM | 140,000 tested, 1.5% active;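 active = viability at or under a set limit, the compound median less 4 SD, cut at about 6% in these data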;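 note: 0% = Hyamine 1622 control at 20 µM and 100% = untreated cell control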
Active calls of the source: *; · = no result given.

SMILES | Phagocytosis inh | Yeast growth inh | GALR2 blocker | HCT116 PTEN-null | Measles CPE | E-sel TNF inh | NPY Y2 blocker | MRP1 act | Yeast life ext | bCat KO growth
Cc1ccc(NS(=O)(=O)c2cc([N+](=O)[O-])ccc2NNC(=S)Nc2cccc(Cl)c2)c(C)c1 | 14.6 | -13.1 | -3.1 | 69.0 | 13.8 | · | -7.2 | -4.7 | -0.4 | 76.3
COC(=O)C1ON2OC(C(=O)OC)C(C(=O)OC)C2C1CC(C)=O (centres undefined) | 0.8 | 4.8 | -10.0 | 97.8 | -0.6 | · | 6.4 | -0.8 | -16.7 | 99.4
CCOC(=O)N1CCN(C(=O)/C(=C/c2cccc3ccccc23)NC(=O)c2ccc(OC)cc2)CC1 | -0.7 | -24.0 | 2.3 | 84.9 | 4.8 | -40.2 | 3.7 | -0.2 | -3.5 | 89.6
COC(=O)c1ccc(Oc2cc(C)nc(SC)n2)cc1 | 7.8 | -58.1 | 4.1 | 18.9 | 13.9 | -5.8 | 4.1 | -1.3 | -14.0 | 14.6
Cc1ccc(-c2nnc(N)o2)cc1 | -3.4 | 2.9 | -0.7 | 105.3 | 1.9 | 15.1 | -0.2 | -1.1 | -3.6 | 103.7
CCCC1=[N+](CC(=O)c2ccc(C)cc2)CCn2cccc21 | · | -42.0 | -4.2 | 76.8 | 4.4 | 18.3 | 3.8 | -0.9 | 8.9 | 81.8
CCN(CC(=O)NC1CCCCCC1)S(=O)(=O)c1ccccc1 | 0.7 | -31.3 | 6.2 | 93.6 | 3.9 | -0.7 | -0.4 | -1.3 | 9.2 | 97.5
CSCCC(NC(=O)c1c(C)oc2c1CCCC2)C(=O)O (centres undefined) | -0.5 | -19.3 | 8.1 | 94.6 | 10.6 | · | 1.7 | -1.1 | -1.4 | 91.6
C=C(C)C1Cc2c(C)nn(-c3ccccc3)c2C1 (centres undefined) | 0.1 | -3.3 | -11.6 | 86.8 | 9.7 | -4.3 | 6.2 | 1.3 | -12.2 | 91.5
O=C(NCC(F)(F)F)Nc1ccccn1 | 0.1 | -27.9 | -3.1 | 99.3 | 1.0 | 8.4 | 0.2 | -0.4 | -4.7 | 97.4
COc1ccc(-n2c(C)n[nH]c2=O)cc1 | · | -21.9 | 2.4 | 99.1 | 68.3* | 23.6 | 0.2 | 0.0 | -12.0 | 100.6
Cc1cc(-c2cccnc2)c(C#N)c(SCc2cccc(F)c2)n1 | · | -46.2 | 8.6 | 88.0 | 6.2 | 12.1 | 12.5 | -1.8 | -12.2 | 96.1
CCCC(=O)Nc1ccc(C(=O)NCC(=O)OCC)cc1 | -0.7 | 3.0 | -7.8 | 96.5 | 15.3 | -17.5 | 2.0 | 0.8 | -12.7 | 106.3
Cc1nnc(SCc2ccc(F)cc2)n1NC/C=C/c1ccccc1 | · | -2.8 | 16.1 | 78.2 | 5.1 | · | 1.7 | -1.7 | · | 57.8
COC(=O)CSc1nc(-c2cccs2)ccc1C#N | 0.6 | -35.1 | 3.8 | 86.5 | 9.9 | · | 4.5 | -3.9 | -28.1 | 74.4
CCOC(=O)COc1ccc2c(c1)C(=O)CC1(CCCCC1)O2 | -0.6 | -6.1 | 3.3 | 105.9 | 4.0 | -6.6 | 2.2 | 1.6 | -16.9 | 110.3
COc1ccc(Cl)cc1C(=O)NCc1cnn(C)c1C | · | -23.3 | -7.1 | 99.3 | 4.8 | -5.2 | -0.8 | -2.3 | · | 94.2
CN(C)CCC(c1ccc(Br)cc1)c1ccccn1 (centres undefined) | · | -25.2 | 4.0 | 98.8 | 11.0 | · | 0.1 | -2.1 | 3.0 | 91.0
O=C(COC(=O)c1c2c(nc3ccccc13)/C(=C\c1cccs1)CCC2)Nc1ccccc1Cl | -0.6 | -19.4 | 1.2 | 65.0 | 4.6 | · | 3.9 | -2.0 | 3.1 | 72.0
Cc1c(NS(=O)(=O)c2ccc3[nH]c(=O)[nH]c3c2)c(=O)n(-c2ccccc2)n1C | -0.5 | -18.1 | 1.6 | 101.6 | 24.6 | -12.4 | 0.6 | -1.7 | -20.2 | 103.6
Cc1ccc(-c2nnn(CC(=O)N(CC(=O)NC3CCCCC3)c3ccc(F)c(Cl)c3)n2)o1 | · | -48.6 | -0.5 | 41.3 | 19.4 | -0.5 | 2.3 | -1.8 | · | 41.7
Cc1ccc(-n2c(SCc3nc4ccccc4[nH]3)nnc2-c2ccncc2)cc1 | -2.2 | -2.9 | 6.7 | 97.4 | 21.2 | · | 7.0 | -3.6 | 3.6 | 91.2
CC(C)(C)NC(=S)NCc1ccc2c(c1)OCO2 | -4.1 | -14.9 | 17.5 | 93.8 | 6.9 | · | 1.2 | -1.6 | -0.6 | 101.7
COc1ccc(S(=O)(=O)N2CCSC2c2ccccc2)cc1 (centres undefined) | -0.1 | -53.3 | 8.9 | 77.7 | 4.7 | -9.6 | 3.5 | -2.7 | -15.6 | 83.4
COc1ccccc1CNCC(O)Cn1c2ccccc2c2ccccc21 (centres undefined) | 1.2 | -46.0 | -2.2 | 1.4* | 4.5 | · | 16.8 | -4.8 | 1.5 | 1.5*

Carrying on:
SMILES | Phagocytosis inh | Yeast growth inh | GALR2 blocker | HCT116 PTEN-null | Measles CPE | E-sel TNF inh | NPY Y2 blocker | MRP1 act | Yeast life ext | bCat KO growth
COc1ccc(OC)c(S(=O)(=O)Nc2ccccc2F)c1 | 0.3 | -26.3 | -13.9 | 83.3 | -1.0 | 5.9 | -0.1 | 0.1 | -12.3 | 90.5
CC1CC(NS(=O)(=O)c2cccs2)CC(C)(C)C1 (centres undefined) | -1.6 | 8.3 | -1.7 | 93.2 | 3.0 | 35.6 | -0.1 | -3.9 | -1.0 | 93.7
CCC(Sc1ccc2nnc(-c3ccc(OC)c(OC)c3)n2n1)C(=O)O (centres undefined) | -1.0 | -33.4 | 5.2 | 107.4 | 7.4 | -0.3 | -1.0 | 2.4 | -2.7 | 99.8
CCC(c1c(C)[nH]oc1=O)c1c(C)[nH]oc1=O | -0.5 | -16.8 | -2.5 | 91.2 | 6.9 | · | 1.9 | -0.5 | -10.4 | 93.1
CN1/C(=C/C2CC(=O)NC2=O)C(C)(C)c2ccccc21 (centres undefined) | -0.2 | -29.3 | 7.9 | 97.8 | 23.3 | · | -0.4 | -1.5 | 3.9 | 86.3
CCOc1cc(C(=O)Nc2cc(=O)n(C)c(=O)n2C)cc(OCC)c1OCC | 0.1 | -46.3 | -8.3 | 107.9 | 11.4 | 12.2 | 3.4 | -1.3 | -7.8 | 109.0
CCC1Oc2ccccc2N(CC(=O)NCCCN2CCN(Cc3ccccc3)CC2)C1=O (centres undefined) | 0.9 | -30.7 | 10.0 | 88.5 | 19.4 | -27.4 | 3.3 | -0.7 | -10.1 | 76.2
COCCNC(=O)C(OC(=O)CC1Sc2ccccc2NC1=O)c1ccccc1 (centres undefined) | · | -17.4 | -13.9 | 92.7 | 4.8 | 1.1 | 5.2 | -2.1 | · | 98.1
CC(=O)c1cccc(NC(=O)C23CC4CC(C2)CC(n2cncn2)(C4)C3)c1 | 16.7 | -34.2 | -1.3 | 93.2 | 4.0 | 13.8 | 3.0 | -0.7 | 2.4 | 93.3
COc1ccc(OC)c(NC(=O)CSc2nc3ccccc3c3nc4ccccc4n23)c1 | -2.1 | -16.5 | -3.6 | 84.3 | 5.6 | · | 1.8 | -3.9 | -7.2 | 85.7
Cc1cccc(C)c1NC(=O)CNC(=O)C(NC(=O)c1ccc(C(C)(C)C)cc1)C(C)C (centres undefined) | -6.7 | -29.7 | -3.4 | 7.6 | 3.9 | · | 3.0 | -3.1 | 0.2 | 9.5
CCOc1ccc(Br)cc1S(=O)(=O)Nc1ccccc1N1CCOCC1 | -0.7 | -30.4 | -0.7 | 65.5 | 7.2 | -12.7 | 1.9 | -1.1 | 0.1 | 67.6
O=C(Nc1nc(-c2cc(Cl)sc2Cl)cs1)c1ccc(Br)s1 | -1.1 | -29.1 | -8.3 | 4.2 | 6.0 | -14.3 | 1.1 | -2.5 | -10.1 | 18.3
COc1ccc(CC2NCCC3(O)CCCCC23)cc1 (centres undefined) | 0.1 | -28.3 | -3.2 | 91.1 | 8.0 | -7.6 | -0.2 | -1.6 | -4.3 | 88.1
Cc1ccc(NC(=O)COc2ccc(-n3ccnc3)cc2)cc1Cl | -1.7 | -19.4 | 9.1 | 58.4 | 0.1 | 73.0* | 0.2 | -2.9 | -9.8 | 72.7
Cc1ccc(-c2nc(C3CCN(S(=O)(=O)c4ccc(C(C)(C)C)cc4)CC3)no2)cc1 | · | 12.5 | 8.3 | 35.8 | 0.8 | 15.4 | -0.1 | -1.7 | -10.5 | 39.4
Cc1ccc(Oc2ccccc2/C=C/C(=O)O)cc1 | -0.5 | -14.1 | 5.9 | 83.9 | 15.3 | · | 4.4 | -2.1 | -1.4 | 93.5
CCN(CC)CCn1c(=S)[nH]c2cc(Cl)ccc2c1=O | 1.6 | -0.4 | 12.2 | 77.6 | 7.0 | · | 5.2 | -2.8 | -6.1 | 75.5
CCNC(=S)N1CCC(c2nc3ccccc3s2)CC1 | · | -39.6 | 4.9 | 95.3 | 4.5 | · | -0.1 | 0.8 | -29.1 | 90.7
COc1ccc(-c2nc(CCNC(=O)c3ccc(Br)o3)cs2)cc1 | -0.2 | -23.1 | 2.3 | 83.9 | 19.1 | · | 4.8 | -1.9 | -10.3 | 80.0
O=C(NC(=S)Nc1ccc(Oc2ccc(Cl)cc2)cc1)c1ccccc1 | · | -58.4 | -4.3 | 64.7 | 12.2 | -43.3 | 3.7 | -2.6 | -18.5 | 65.1
Cc1[nH]c2ccccc2c1/C=N/Nc1nc(Nc2ccc(F)cc2)nc(N2CCOCC2)n1 | -0.5 | -74.9 | 21.6 | 3.6* | 1.6 | 15.8 | -1.7 | -2.5 | -17.5 | 5.8*
COC(=O)c1sc2ccccc2c1C(=O)OC | · | -1.8 | 11.0 | 89.1 | 3.5 | -16.2 | 6.5 | -2.9 | -22.8 | 93.3
Cc1cc(C)n2c(SCC(=O)NCc3ccco3)nnc2n1 | 0.5 | -7.5 | 3.0 | 99.3 | 18.5 | -5.5 | 2.3 | -2.8 | -13.1 | 85.9
CC(NC(=O)COc1ccccc1)C(c1ccccc1)N1CCN(C)CC1 (centres undefined) | 0.0 | -17.1 | 25.4 | 98.1 | 6.2 | -4.8 | 4.0 | -2.0 | -2.9 | 91.2
CCOc1ncccc1C(=O)OCC(=O)Nc1c(C)cccc1C | -1.2 | -55.4 | -5.1 | 109.6 | 4.8 | -9.8 | 1.7 | 0.2 | -6.9 | 108.4
CCn1nc(C)c(NC(=O)/C=C/c2cnn(C)c2C)c1C | · | -23.8 | 6.4 | 101.5 | 20.2 | -4.1 | 1.4 | 0.1 | -10.9 | 107.8
CC(C)CCNc1nc2c(c(=O)[nH]c(=O)n2C)n1CC(O)COC(C)C (centres undefined) | -1.6 | -11.9 | 0.3 | 97.1 | 17.8 | -3.1 | -1.0 | -1.1 | -1.9 | 84.1

High-throughput results from PubChem BioAssay.

Compounds as they come. Share with any hit: about 6.1%.
